Bioassay records: PubChem BioAssay, Broad Institute
ERAP1 inh: blocks human ERAP1 aminopeptidase activity. Q9NZ08. recombinant ERAP1, Leu-AMC fluorescence, 60 min. inhibition, % at 10.7 µM. 340,000 compounds, 0.15% hits. AID 652197;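 active = mean replicate inhibition of at least 30%, or all replicates individually reaching that 30% level; inactive = mean below 30% and not every replicate reaching it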;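 also: 0% = neutral control wells and 100% = L-leucinethiol positive control wells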
ARNT TACC3 PPI: disrupts binding between human ARNT and TACC3; AlphaScreen His-ARNT PAS-B/GST-TACC3 binding, luminescence; TACC3 fragment carries E629A point mutation; 390,000 compounds, 0.66% hits; Q9Y6A5; inhibition, % at 9.99 µM;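 active = mean inhibition of replicates at least 50% and at least half of replicates each reaching 50%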;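 also: 0% = complete ARNT plus TACC3 wells and 100% = ARNT alone without TACC3; many hits fall short of the cut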
RAD52 inh: RAD52 (human) annealing inhibition; P43351; recombinant RAD52 DNA annealing, FRET fluorescence; inhibition, % at 18.7 µM; 360,000 compounds, 0.46% hits; AID 651710;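 active = every replicate showing at least 50% inhibition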
Target sequence (P43351 whole entry, looked up): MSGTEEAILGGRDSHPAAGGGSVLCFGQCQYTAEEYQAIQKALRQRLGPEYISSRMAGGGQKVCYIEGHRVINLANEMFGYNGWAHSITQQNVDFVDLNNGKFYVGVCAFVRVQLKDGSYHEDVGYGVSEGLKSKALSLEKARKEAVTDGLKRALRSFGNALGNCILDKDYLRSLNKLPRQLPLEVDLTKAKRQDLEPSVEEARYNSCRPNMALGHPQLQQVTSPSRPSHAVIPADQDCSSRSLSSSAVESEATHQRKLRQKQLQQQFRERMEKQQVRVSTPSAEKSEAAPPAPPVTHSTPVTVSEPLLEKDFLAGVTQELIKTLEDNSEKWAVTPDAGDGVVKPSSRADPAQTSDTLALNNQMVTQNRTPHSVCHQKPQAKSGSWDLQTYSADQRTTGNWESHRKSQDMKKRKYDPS
GSIS activator: primary screen for activators of insulin secretion dependent on glucose, INS-1E cells, GLuc reporter luminescence | AID 743287 | 370,000 compounds, 0.61% hits | activation, % at 16.6 µM | INS-1E GLuc reporter insulin secretion, 2-3 h;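 active = lowest replicate activation of at least 40%, so every replicate reaches that level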;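 also: 0% = median of neutral control wells and 100% = median of IBMX positive control wells; some compounds called inactive have numbers as strong as hits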
esBAF inh: blocks esBAF chromatin remodeling in mouse ES cells | Bmi1-luciferase knock-in reporter, 24 h; 100% = twice the neutral-well signal | AID 602393 | 350,000 compounds, 2% hits | reporter increase, % at 12.5 µM; in the data active = activation above about 40%;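 also: 0% = median of the plate's neutral control wells and 100% = double that signal; a rise in the Bmi1 reporter signal indicates esBAF inhibition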
XiGFP reactiv: activators of X-chromosome reactivation in mouse fibroblasts | 360,000 compounds, 0.055% hits | AID 743238 | activation, % at 7.58 µM | XiGFP mouse fibroblasts, % GFP-positive cells imaging, 3 d; cells co-treated with 5-aza-dC sensitizer; scaled so ellipticine positive control = 100%;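 active = mean normalized replicate activation at least 10% and every replicate at or above 10%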;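 also: 0% = median of on-plate neutral control wells and 100% = ellipticine 6 µM median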
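Material: XiGFP fibroblasts, SV40-immortalized; Buffer or medium: DMEM containing 5-aza-dC; Compound dosing: single point; Times: 3 days compound exposure.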
RAD54 inh: RAD54 (human) branch migration inhibition; inhibition, % at 10.4 µM; Q92698; RAD54 Holliday junction branch migration, FAM/BHQ fluorescence; 360,000 compounds, 0.14% hits;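 active = mean normalized replicate activity at least 40 and at least half of replicates scoring 40 or more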;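 also: 0% = median of neutral control wells and 100% = median of positive control wells; inhibitors cause a drop in the FAM fluorescence signal; in these data hits start at about 50%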
CFTR F508del cor: correctors of CFTR F508del function in bronchial epithelial cells; AID 720511; activity (quench increase), % at 7.58 µM; CFBE cells, YFP halide quenching; stimulated with forskolin plus potentiator P3; % fluorescence drop versus neutral controls; 350,000 compounds, 0.36% hits;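 active = mean added fluorescence quench of at least 8% versus neutral control, with both replicates also reaching 8%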;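 also: cells transiently co-express mutant CFTR-F508del with the halide-sensitive YFP; corrector assay measuring rescue of mutant channel to the surface after 24 h compound exposure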
* hit, by the source's call.

Screening Cc1cc(NC(=O)CCC(=O)N(c2ccc(F)cc2)C(C(=O)NC2CCCC2)c2ccccc2)no1 (configuration not stated) returned ERAP1 inh -1, ARNT TACC3 PPI -4, RAD52 inh -3, GSIS activator 12, esBAF inh 8, XiGFP reactiv 0.4, RAD54 inh 11 and CFTR F508del cor -0.9.
For Cc1ccc(CNC(=O)C2CCCN(c3nc4ccsc4c(=O)s3)C2)cc1 (configuration not stated) the results were ERAP1 inh 4, ARNT TACC3 PPI -4, RAD52 inh -9, GSIS activator 5, esBAF inh 6, XiGFP reactiv -0.7 and CFTR F508del cor 0.9.
CC(C)CCNC(=O)C1CC(=O)N(CCc2ccccc2)C1 (configuration not stated) was read as ERAP1 inh -3, ARNT TACC3 PPI -1, RAD52 inh -3, GSIS activator 9, esBAF inh -4, XiGFP reactiv 0.2 and RAD54 inh 0.
CN1CCC(N(C)S(=O)(=O)c2ccc(NC(=O)COc3ccc(Br)cc3Cl)cc2)CC1 was read as ERAP1 inh -2, ARNT TACC3 PPI 1, RAD52 inh 4, GSIS activator 11, XiGFP reactiv -0.1 and CFTR F508del cor -9.4.
`Cc1nc(N)sc1C(=O)N/N=C/c1c[nH]c2ccccc12` gave ARNT TACC3 PPI 14, GSIS activator -1, esBAF inh 0 and RAD54 inh 2.
Screening O=C(COC(=O)c1cc(-c2ccccc2)nc2ccccc12)NCC1CCCO1 (configuration not stated) returned ERAP1 inh 0, ARNT TACC3 PPI -16, RAD52 inh -6, GSIS activator 5, XiGFP reactiv 0.0 and CFTR F508del cor -2.8.
For C/C=C(/C)C(=O)Nc1cccc(C2=NOC3(C2)C[C@H](C(N)=O)N(C(=O)COc2ccc(Cl)cc2)C3)c1 (some centres not stated) the results were ERAP1 inh 0, ARNT TACC3 PPI -2, RAD52 inh -38, GSIS activator -5, esBAF inh -2, XiGFP reactiv -0.1, RAD54 inh 12 and CFTR F508del cor -2.0.
`C[C@@H]1CN([C@@H](C)CO)C(=O)c2cc(NC(=O)C3CCCCC3)ccc2O[C@@H]1CN(C)CC1CCCCC1` gave ERAP1 inh -3, ARNT TACC3 PPI 0, RAD52 inh 5, GSIS activator 19, esBAF inh 3, XiGFP reactiv -1.1, RAD54 inh 2 and CFTR F508del cor 2.0.
For ClC(Cl)(c1nnnn1-c1ccccc1)c1nnnn1-c1ccccc1 the results were ARNT TACC3 PPI -4, GSIS activator 139*, esBAF inh -13, XiGFP reactiv 0.0 and RAD54 inh 5.
For COCCNC(=S)NC(=O)c1ccc(C(C)(C)C)cc1 the results were ERAP1 inh -3, ARNT TACC3 PPI 4, RAD52 inh -14, GSIS activator -21, esBAF inh 33, XiGFP reactiv 0.0 and CFTR F508del cor -2.5.
`O=C(NCc1ccc2c(c1)OCO2)c1cc(-c2ccncc2)nc2ccccc12` gave ERAP1 inh -2, ARNT TACC3 PPI -4, RAD52 inh -6, GSIS activator 28, esBAF inh 0, XiGFP reactiv 0.1, RAD54 inh 6 and CFTR F508del cor -0.8.
For CC(=O)C1=C(O)C(=O)N(c2ccc(O)cc2)C1c1ccccc1[N+](=O)[O-] (configuration not stated) the results were ERAP1 inh -1, ARNT TACC3 PPI 7, RAD52 inh -19, GSIS activator 1, esBAF inh 10, XiGFP reactiv 0.0, RAD54 inh 1 and CFTR F508del cor 0.4.
Screening O=C(Nc1ccc(F)cc1)N1C[C@H]2[C@@H](c3ccccc31)[C@H](CO)N2C(=O)c1ccccc1F returned ERAP1 inh 4, ARNT TACC3 PPI 9, RAD52 inh 19, GSIS activator 3, esBAF inh 9, XiGFP reactiv 0.2, RAD54 inh 6 and CFTR F508del cor -1.9.
Screening CCOC(=O)C1CCN(C(=O)COc2ccc(S(=O)(=O)N3CCOCC3)cc2C)CC1 returned ERAP1 inh -3, RAD52 inh -7, GSIS activator -1, esBAF inh -4, XiGFP reactiv 0.0, RAD54 inh 8 and CFTR F508del cor -1.0.
`Cc1cc(C)nc(NN=C(c2ccccc2)c2ccccc2)n1` gave ERAP1 inh 1, RAD52 inh -3, GSIS activator 3, esBAF inh -4, XiGFP reactiv 0.0, RAD54 inh -1 and CFTR F508del cor 1.2.
`N#C/C(=C\c1c(F)cccc1Cl)S(=O)(=O)c1ccccn1` gave ERAP1 inh 5, ARNT TACC3 PPI 0, RAD52 inh -14, GSIS activator -8, XiGFP reactiv -0.1 and CFTR F508del cor -1.4.
For COc1ccc(C)cc1NC(=O)CCCN1C(=O)C(c2ccccc2)Oc2cccnc21 (configuration not stated) the results were ERAP1 inh -1, ARNT TACC3 PPI -1, RAD52 inh -7, GSIS activator -5, esBAF inh -4, XiGFP reactiv 0.1 and CFTR F508del cor -0.3.
`O=C(Nc1ccc(C(=O)N2CCCCC2)cc1)C1CCCC1` gave ERAP1 inh -2, ARNT TACC3 PPI 2, RAD52 inh 1, GSIS activator 4, esBAF inh -2, XiGFP reactiv 0.3, RAD54 inh 1 and CFTR F508del cor -0.2.
For COc1ccc(S(=O)(=O)N2CCOCC2)cc1NC(=O)c1ccccc1C the results were ERAP1 inh 0, ARNT TACC3 PPI 1, RAD52 inh 0, GSIS activator 49, XiGFP reactiv -0.1, RAD54 inh 5 and CFTR F508del cor 2.5.
Screening C[C@H](CO)N1C[C@H](C)[C@@H](CN(C)S(=O)(=O)c2ccc(Cl)cc2)OCCCC[C@H](C)Oc2ccc(NS(=O)(=O)c3ccc(Cl)cc3)cc2C1=O returned ARNT TACC3 PPI -7, GSIS activator -11, esBAF inh -5, XiGFP reactiv 0.8, RAD54 inh 1 and CFTR F508del cor -0.1.
Screening O=S(=O)(c1ccc(Br)s1)N1CCC2(CC1)OCCO2 returned ERAP1 inh -3, ARNT TACC3 PPI 6, RAD52 inh 3, GSIS activator 7, esBAF inh 0, XiGFP reactiv 0.0, RAD54 inh 4 and CFTR F508del cor -4.1.
Screening COc1ccc(S(=O)(=O)N2CC[C@@H]3[C@H](CO)Nc4ccc(Br)cc4[C@@H]32)cc1 returned ARNT TACC3 PPI -7, GSIS activator 20, esBAF inh 0, XiGFP reactiv 0.1, RAD54 inh -7 and CFTR F508del cor 2.9.
`CCOC(=O)C1=C(CS(=O)(=O)c2ccc(C)cc2)NC(=O)NC1c1ccc(O)c(OC)c1` (configuration not stated) gave ARNT TACC3 PPI -7, RAD52 inh -1, GSIS activator -4, esBAF inh -7, XiGFP reactiv 0.1, RAD54 inh -4 and CFTR F508del cor -0.3.
CC(=O)N1c2cc3ccccc3cc2N(C(C)=O)c2cc3ccccc3cc21 was read as ERAP1 inh 1, ARNT TACC3 PPI -1, RAD52 inh -21, esBAF inh 7, XiGFP reactiv 0.2, RAD54 inh -1 and CFTR F508del cor 1.9.
For O=C(Nc1nc2ccccc2s1)c1ccc([N+](=O)[O-])o1 the results were ERAP1 inh 3, ARNT TACC3 PPI -21, RAD52 inh 4, GSIS activator 0, XiGFP reactiv 0.0 and CFTR F508del cor -5.0.
`C[C@@H]1CN([C@@H](C)CO)C(=O)Cc2cc(NC(=O)C3CCCCC3)ccc2O[C@@H]1CN(C)C(=O)Nc1ccccc1` gave ERAP1 inh 1, ARNT TACC3 PPI -13, RAD52 inh -6, GSIS activator 9, esBAF inh 3, XiGFP reactiv 0.1, RAD54 inh -3 and CFTR F508del cor -1.7.
CC(=O)c1c(C)n(-c2ccccc2)c2ccc(OCC(O)CN3CCOCC3)cc12 (configuration not stated) was read as ERAP1 inh 4, ARNT TACC3 PPI -1, RAD52 inh 16, GSIS activator -4, esBAF inh -2 and CFTR F508del cor 4.4.
Screening COc1ccc(NC(=O)C2(C)Cc3c(-c4cccc(C(N)=O)c4)ccnc3O2)cc1OC (configuration not stated) returned ERAP1 inh 2, RAD52 inh -1, GSIS activator -19, esBAF inh -6, XiGFP reactiv 0.2, RAD54 inh 0 and CFTR F508del cor -0.6.
Cc1cccc(OCC(=O)Nc2ccc3c(c2)nc(CN2CCCCC2)n3C)c1 was read as ERAP1 inh -2, ARNT TACC3 PPI -19, RAD52 inh 67*, GSIS activator -15, XiGFP reactiv 0.1 and CFTR F508del cor -0.9.
`COc1ccc(-c2ccccc2[C@H]2[C@@H](C#N)N(C(=O)C3CCC3)[C@H]2CO)cc1` gave ERAP1 inh 2, RAD52 inh 7, GSIS activator -9, XiGFP reactiv 0.0 and CFTR F508del cor 5.3.
CSc1ccc(-c2cc3c(c4c2ccn4C)C2CCC3C2)cc1 (configuration not stated) was read as ERAP1 inh 0, RAD52 inh -12, GSIS activator 6, esBAF inh 1, RAD54 inh -1 and CFTR F508del cor 0.1.
Screening O=C(Nc1ccccc1Cl)C1CCCN(S(=O)(=O)c2ccc(F)cc2)C1 (configuration not stated) returned ARNT TACC3 PPI -6, GSIS activator 7, esBAF inh 13 and RAD54 inh 2.
`CCN(CC)CCNC(=S)Nc1ccc2nc(N3CCOCC3)cc(C)c2c1` gave ERAP1 inh 1, ARNT TACC3 PPI 6, RAD52 inh 22, GSIS activator 21, esBAF inh 1, XiGFP reactiv 0.1, RAD54 inh 2 and CFTR F508del cor -1.0.
Screening Cc1cc2cc(CN3C(=O)c4ccccc4C3=O)ccc2[nH]1 returned ERAP1 inh -3, ARNT TACC3 PPI 1, RAD52 inh 0, GSIS activator -3, XiGFP reactiv 0.0, RAD54 inh 0 and CFTR F508del cor -0.7.
`C[C@@H]1CCCCO[C@H](CN(C)Cc2ccc(C(F)(F)F)cc2)[C@@H](C)CN([C@H](C)CO)C(=O)c2cc(NC(=O)Nc3ccc(F)cc3)ccc2O1` gave ERAP1 inh 0, ARNT TACC3 PPI 4, RAD52 inh -8, GSIS activator -8, esBAF inh -8, XiGFP reactiv 0.0, RAD54 inh -1 and CFTR F508del cor -5.5.
For O=C(C[C@@H]1CC[C@@H]2[C@H](COC[C@H](O)CN2C(=O)Nc2ccc(F)cc2)O1)NCCCN1CCOCC1 the results were ERAP1 inh 0, ARNT TACC3 PPI -7, RAD52 inh 4, GSIS activator 13, esBAF inh -1, XiGFP reactiv 0.0, RAD54 inh 8 and CFTR F508del cor -1.7.
CCOc1ccccc1C(=O)NCC(=O)NCCc1ccc(S(N)(=O)=O)cc1 was read as ERAP1 inh -2, ARNT TACC3 PPI -1, RAD52 inh -1, GSIS activator 16, esBAF inh -1, XiGFP reactiv 0.0, RAD54 inh 1 and CFTR F508del cor 0.3.
For C(=C\c1ccccc1)/CN1CCN(C(c2ccccc2)c2nnnn2C2CCCCC2)CC1 (configuration not stated) the results were ERAP1 inh -2, RAD52 inh -8, GSIS activator -17, esBAF inh -14, RAD54 inh 9 and CFTR F508del cor -2.1.

Sorted by formula weight (highest first): 3 of the compounds above
`C[C@@H]1CN([C@@H](C)CO)C(=O)Cc2cc(NC(=O)C3CCCCC3)ccc2O[C@@H]1CN(C)C(=O)Nc1ccccc1` gave ERAP1 inh 1, ARNT TACC3 PPI -13, RAD52 inh -6, GSIS activator 9, esBAF inh 3, XiGFP reactiv 0.1, RAD54 inh -3 and CFTR F508del cor -1.7.
For C(=C\c1ccccc1)/CN1CCN(C(c2ccccc2)c2nnnn2C2CCCCC2)CC1 (configuration not stated) the results were ERAP1 inh -2, RAD52 inh -8, GSIS activator -17, esBAF inh -14, RAD54 inh 9 and CFTR F508del cor -2.1.
For O=C(Nc1nc2ccccc2s1)c1ccc([N+](=O)[O-])o1 the results were ERAP1 inh 3, ARNT TACC3 PPI -21, RAD52 inh 4, GSIS activator 0, XiGFP reactiv 0.0 and CFTR F508del cor -5.0.
